IL2 activator – qHTS of IL-2 Activators; IL-2 activation reporter assay, cell-based qHTS; stimulated with anti-CD3/CD4/CD28 beads; in transgenic mouse T cells; actives 0.065% (n = 360,000); activation, % (series mostly up to about 46 µM); in the data active = activation above about 50%; inconclusive = mostly about 30% to 49%; note: 0% is about no effect
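Quantitative HTS in unstimulated transgenic mouse T cells, with memory T cells as non-tolerant control and PMA/ionomycin as tolerance-bypass control. Compound pretreatment lasted 60 minutes before 18 h bead stimulation; EGFP/DsRed fluorescence read.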
FUS yeast rescue – qHTS for Suppressors of FUS Proteinopathy: Primary screen using FUS-linked yeast assay. S. cerevisiae FUS-expressing, growth rescue, OD600, 24 h. Potency, µM (series often up to 76.6 µM), inactives show at the highest dose growth rescue (activation), hits mostly activators. AID 1347120, 2019. actives 0.24% (n = 390,000);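 note: potency is the fitted concentration of half-maximal effect; plate controls were DMSO vehicle for no effect and reference control for full effect; nearly all actives have a fitted effect of over 55% in size; some results filed as inactive show a strong effect at the top dose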
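Yeast expressing FUS under galactose induction, OD 0.005 in 2% galactose medium; compounds in a dilution series, 24 h at 30C. Growth rescue by absorbance at 600 nm; CP55940 positive control, DMSO negative.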
EPAC1 antag – qHTS for Antagonist of cAMP-regulated guanine nucleotide exchange factor 3 (EPAC1): primary screen. EPAC1 GEF assay, Rap1b-BODIPY-GDP exchange fluorescence. Potency, µM (titrated, usually from 115 µM), for the others: at the top dose activity change, negative = inhibition, most hits filed as inhibitors. actives 0.14% (n = 360,000). AID 720709, 2013;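 note: potency is the fitted concentration of half-maximal effect; plate controls were vehicle for no effect and positive control for full effect; nearly all actives have a fitted effect of over 50% in size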
PI5P4K alpha inh – qHTS for Inhibitors of phosphatidylinositol 5-phosphate 4-kinase (PI5P4K); Phosphatidylinositol 5-phosphate 4-kinase type-2 alpha (Homo sapiens), P48426; PI5P4Kalpha enzyme, ADP-Glo luminescence, 60 min; stronger effect = lower value; max response, %; actives 1.2% (n = 330,000); active = max response of -50% or lower; inconclusive = between -30% and -50%; inactive = -30% or higher; note: value at the top dose of about 77 µM; % is set by controls: 0 for no effect and ±100 for the full control effect
Target sequence (P48426 whole entry, looked up): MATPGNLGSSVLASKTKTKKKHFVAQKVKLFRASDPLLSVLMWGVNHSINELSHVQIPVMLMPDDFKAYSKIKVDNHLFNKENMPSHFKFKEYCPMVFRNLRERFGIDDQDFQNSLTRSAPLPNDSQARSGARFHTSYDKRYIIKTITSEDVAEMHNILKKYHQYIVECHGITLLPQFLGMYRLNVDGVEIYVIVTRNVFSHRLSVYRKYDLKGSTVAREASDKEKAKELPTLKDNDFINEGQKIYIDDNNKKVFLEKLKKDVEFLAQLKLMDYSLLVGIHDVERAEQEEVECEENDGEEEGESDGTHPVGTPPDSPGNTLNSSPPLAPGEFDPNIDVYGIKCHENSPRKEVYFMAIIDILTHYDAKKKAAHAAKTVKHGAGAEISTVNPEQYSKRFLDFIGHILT
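PI5P4Kalpha ADP-Glo assay; 5 microM ATP final; 60 min RT reaction; HEPES pH 7.4/EGTA/CHAPS, 5% DMSO; controls lacking substrate or enzyme; luminescent end-point.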
EPAC1 agonist – qHTS for Agonist of cAMP-regulated guanine nucleotide exchange factor 3 (EPAC1): primary screen | Rap guanine nucleotide exchange factor 3 (Homo sapiens), O95398 | EPAC1 agonist qHTS, biochemical assay; response scale: 100% = response to 6.5 mM cAMP | Potency, µM (top dose mostly 154 µM), inactives show at the highest dose activation, most hits filed as activators | actives 0.073% (n = 360,000) | AID 720707, 2013; note: potency is the fitted concentration of half-maximal effect; nearly all actives have a fitted effect of over 60% in size
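Multi-concentration qHTS readout: loss of Rap1B-bound BODIPY-GDP fluorescence driven by 100 nM EPAC1 with excess GDP (50 uM), monitored kinetically at room temperature; agonist response expressed relative to 6.5 mM cAMP.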
WRN inhibitor – qHTS for Inhibitors of WRN Helicase | Potency, µM (series often up to 114 µM), for inactives: at the top dose activity change, negative = inhibition, actives largely listed as inhibitors | WRN helicase unwinding, fluorescent forked duplex, kinetic | actives 0.46% (n = 360,000); note: potency is the fitted concentration of half-maximal effect; % is set by controls: 0 for no effect and ±100 for the full control effect; nearly all actives have a fitted effect of over 55% in size
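Kinetic fluorescence helicase assay: unwinding of a quenched forked DNA duplex (100 nM final) with 2 mM ATP final raises red fluorescence (525/598 nm). Compounds sat 15 min at room temperature with 20 nM WRN beforehand.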
PLK1 PBD inh – qHTS for Inhibitors of PLK1-PDB (polo-like kinase 1 - polo-box domain): Primary Screen | Serine/threonine-protein kinase PLK1 (Homo sapiens), P53350 | Plk1 PBD binding of FITC phosphopeptide, fluorescence polarization | Potency, µM, inactives show max response, negative = inhibition, most hits filed as inhibitors | actives 2.8% (n = 360,000) | AID 720504, 2013; note: potency is the fitted concentration of half-maximal effect; series mostly up to about 57 µM; % is set by controls: 0 for no effect and ±100 for the full control effect; nearly all actives have a fitted effect of over 65% in size
Target sequence (P53350 whole entry, looked up, the tested form may be a part): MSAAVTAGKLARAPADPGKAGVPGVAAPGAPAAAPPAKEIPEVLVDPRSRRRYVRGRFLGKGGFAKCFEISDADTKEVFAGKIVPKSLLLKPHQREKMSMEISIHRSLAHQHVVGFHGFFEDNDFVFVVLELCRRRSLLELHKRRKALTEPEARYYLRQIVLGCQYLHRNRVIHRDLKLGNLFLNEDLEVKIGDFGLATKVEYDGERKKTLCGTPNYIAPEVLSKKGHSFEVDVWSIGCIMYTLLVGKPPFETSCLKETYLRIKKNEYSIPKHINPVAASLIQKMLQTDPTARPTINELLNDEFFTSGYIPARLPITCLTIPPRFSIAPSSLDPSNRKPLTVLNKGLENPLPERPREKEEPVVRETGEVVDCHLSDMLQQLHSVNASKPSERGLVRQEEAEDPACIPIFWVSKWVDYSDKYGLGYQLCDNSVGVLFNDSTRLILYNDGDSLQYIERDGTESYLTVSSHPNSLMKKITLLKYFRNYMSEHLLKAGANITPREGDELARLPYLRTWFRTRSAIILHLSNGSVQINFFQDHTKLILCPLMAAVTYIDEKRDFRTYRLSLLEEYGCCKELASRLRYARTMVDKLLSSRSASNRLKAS
Abeta rescue – qHTS for compounds that reverse cellular toxicity of Amyloid beta (A-beta) peptide in yeast: Primary Screen | yeast expressing A-beta42, growth rescue, OD600, 48 h; response scale: 0% DMSO, 100% iron-clioquinol control | AID 1347071, 2019 | actives 0.063% (n = 410,000) | Potency, µM (highest dose often 46.1 µM), for the others: at the highest dose growth rescue, actives largely listed as activators; note: potency is the fitted concentration of half-maximal effect; nearly all actives have a fitted effect of over 55% in size
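Yeast A-beta toxicity model in growth medium with pinned compounds, 48 h at 30 C; growth read as absorbance at 600 nm. Normalized to FeCl3/clioquinol equimolar mix (positive) and DMSO (negative).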
* marks the source's active call; other numbers are inactive results; ? = inconclusive; . = no result given; [ ] = dose if it differs, or a comment. Unless noted, calls come from the whole dose curve; as a rule, active = well fitted curve in the direction sought with a large enough effect; inconclusive = small, poorly fitted or top-dose-only effect, or another doubt; inactive = no such curve, though single readings can be large; an effect the other way counts as inactive or inconclusive.

1. O=C(O)c1cc(-c2ccccc2)nn1CC1CC(c2cccnc2)=NO1 (stereo unspecified)
2. O=C(C1CCN(S(=O)(=O)c2ccccc2F)CC1)N1CCN(Cc2ccc3c(c2)OCO3)CC1
3. CCn1c(CC(=O)Nc2ccccc2)nnc1SCC(=O)NC1CCCC1
4. CCC(=O)NC(Nc1cc(C)ccn1)(C(F)(F)F)C(F)(F)F
5. O=C1CC(N(C(=O)c2ccco2)c2ccc(F)cc2)C(=O)N1c1ccc(F)cc1 (stereo unspecified)
6. CCOc1ncccc1C(=O)N1CCN(c2cc(Cl)ccc2C)CC1

Assay by compound,1,2,3,4,5,6
IL2 activator,-0.5,0.6,-1.2,-0.7,1.6,1.1
FUS yeast rescue,-29%,-18%,-10%,5%,26%,29%
EPAC1 antag,5%,-3%,10%,-6%,10%,-10%
PI5P4K alpha inh,-9,0,-2,.,.,-15
EPAC1 agonist,-26%,8%,10%,4%,-2%,-3%
WRN inhibitor,7%,3%,0%[57.1 µM],-8%,9%,-27%
PLK1 PBD inh,-1%,-8%,-3%,-5%,6%,21µM*
Abeta rescue,-1%,18%,8%,7%,9%,7%

7. CCN(CC)c1ccc(NC(=S)NCC2CCCO2)cc1 (stereo unspecified)
8. Cc1ccccc1CNC1CCCCC1
9. Cc1[nH]c2ccccc2c1SCC(=O)NNC(=O)Nc1ccc(OC(F)(F)F)cc1
10. COc1ccc(CCNC(=O)COC(=O)c2cnc(C)cn2)cc1OC
11. S=C(NCc1ccccc1)Nc1cccc2cnccc12
12. COC(=O)CNC(=O)COC(=O)c1cc(SC)ccc1Cl

Assay by compound,7,8,9,10,11,12
IL2 activator,-0.7,0.2,-0.9,-0.9,8.0,-0.2
FUS yeast rescue,6%,.,11%,-5%,10%,-26%
EPAC1 antag,8%,-4%,-28%,7%,-15%,-17%
PI5P4K alpha inh,-1,4,0,.,-11,-6
EPAC1 agonist,-8%,-1%,0%,-3%,6%,1%
WRN inhibitor,-3%,-11%,-8%,-1%[57.1 µM],-9%,-1%
PLK1 PBD inh,-8%,?,-3%,-3%,?,7%
Abeta rescue,17%,15%,5%,5%,-16%,5%

13. COC(=O)c1ccccc1NC(=O)CSCC(=O)Nc1ccc(F)cc1
14. CC(CN1CCCC1)OC(=O)c1ccccc1Cl (stereo unspecified)
15. CC(=O)c1cc(F)c(N2CCN(C(=O)COc3ccc(F)cc3)CC2)cc1C
16. Cn1c(CNC(=O)c2ccccc2)nnc1SCC(=O)Nc1nccs1
17. O=C(CCN1C(=O)C2C3C=CC(C3)C2C1=O)NCCc1ccccc1Cl (stereo unspecified)
18. CN(C)CCN1C(=O)C(=O)/C(=C(/O)c2ccc(S(=O)(=O)N3CCOCC3)cc2)C1c1ccc(Br)cc1 (stereo unspecified)

Assay by compound,13,14,15,16,17,18
IL2 activator,2.1,1.1,-2.4,-0.8,0.4,-2.4
FUS yeast rescue,34%,4%,23%,18%,12%,.
EPAC1 antag,-19%,4%,-23%,2%,-4%,-18%
PI5P4K alpha inh,.,-4,1,?,-1,-2
EPAC1 agonist,-3%,12%,4%,8%,2%,7%
WRN inhibitor,1%,-31%,5%,?,-8%,-18%
PLK1 PBD inh,-2%,-6%,1%,3.4µM*,-8%,-3%
Abeta rescue,4%,-8%,-30%,-24%,13%,4%

19. CN(Cc1ccccc1)S(=O)(=O)c1ccc(Cl)c(C(=O)NCCCN2CCOCC2)c1
20. CCOC(=O)c1cc(C#N)c(N2CCN(c3ccc(OC)cc3)CC2)[nH]c1=O
21. Cc1nn(CCOc2ccccc2Cl)c(C)c1[N+](=O)[O-]
22. Cc1cccc(N2CCN(C(=O)c3cccc(N4C(=O)C5CC=CC(C)C5C4=O)c3)CC2)c1C (stereo unspecified)
23. FC(F)(F)c1cc(Cl)c2nc(-c3ccccc3)c(Cc3ccsc3)n2c1
24. Cc1cc(-c2[nH]nc3c2C(c2ccsc2)C(C#N)=C(N)O3)c(C)s1 (stereo unspecified)

Assay by compound,19,20,21,22,23,24
IL2 activator,-4.1,-2.5,-1.8,0.2,1.6,-1.5
FUS yeast rescue,-3%,-18%,-11%,?,-5%,7%
EPAC1 antag,-5%,-3%,-2%,-2%,-5%,2%
PI5P4K alpha inh,6,?,1,.,24,-52*
EPAC1 agonist,-4%,2%,6%,12%,-9%,-10%
WRN inhibitor,-2%,-14%,5%,-8%,-3%,-23%[57.1 µM]
PLK1 PBD inh,-1%,-10%,-13%,2%,-12%,-28%
Abeta rescue,8%,-4%,0%,18%,-19%,1%

25. CNS(=O)(=O)c1cccc(C(=O)OCC(=O)Nc2ccc3ccccc3c2)c1
26. CNC(=O)c1ccccc1NC(=O)c1ccco1
27. COc1ccc(S(=O)(=O)N(C)CC(=O)NCCCn2ccnc2)cc1Cl
28. Nc1nnc(SCc2nc3scc(-c4ccccc4)c3c(=O)[nH]2)s1
29. O=C(/C=C/c1ccc(Cl)cc1)NCCCN1CCOCC1
30. C=C1C(=O)O[C@@H]2[C@H]3O[C@]3(C)CC/C=C(\C)CC[C@@H]12

Assay by compound,25,26,27,28,29,30
IL2 activator,0.2,0.1,0.0,-0.6,-2.6,0.2
FUS yeast rescue,8%,-5%,-21%,8%,2%,-17%
EPAC1 antag,-1%,4%,14%,6%,-10%,-15%
PI5P4K alpha inh,-4,5,2,-24,-2,0
EPAC1 agonist,-11%,4%,7%,-9%,13%,-13%
WRN inhibitor,-1%,-10%,-6%[57.1 µM],-10%,7%,3%
PLK1 PBD inh,-2%,-4%,4%,1%,-12%,-1%
Abeta rescue,-8%,3%,-6%,-9%,1%,-40%[inhibitor]

31. O=C(Nc1cc2c3c(c1)CC(=O)N3CCC2)C1CCCCC1
32. Cc1ccc(CCN=c2c([N+](=O)[O-])nn(-c3ccccc3)n2O)cc1
33. O=C(COc1ccc(S(=O)(=O)N2CCOCC2)cc1Cl)NCc1ccc2c(c1)OCO2
34. Nc1nc(NCc2ccco2)nn1-c1ccccc1
35. COc1ccc(-c2nnn(CC(=O)N3CCN(c4ccc(F)cc4)CC3)n2)cc1
36. O=C(NCc1ccco1)c1cc(-c2cccnc2)nc2ccc(Cl)cc12

Assay by compound,31,32,33,34,35,36
IL2 activator,-0.9,-1.4,0.1,0.0,0.8,-2.7
FUS yeast rescue,26%,9%,?,25%,-1%,17%
EPAC1 antag,-30%,-12%,4%,16%,-9%,5%
PI5P4K alpha inh,1,0,0,-2,-3,-27
EPAC1 agonist,41%,-6%,-1%,8%,-6%,7%
WRN inhibitor,-14%,-21%,-9%,-15%,4%,-17%
PLK1 PBD inh,-2%,0%,-1%,-10%,?,?
Abeta rescue,8%,-36%[inhibitor],-5%,-19%,0%,18%

37. O=C(NC1CC1)c1ccc(NC(=O)C2CCCCC2)cc1
38. O=C(/C=C/c1ccco1)NCC(=O)N/N=C/c1ccc(Cl)cc1
39. Cc1cc(C(=O)NNc2c(Cl)cccc2Cl)no1
40. COc1ccc(NS(=O)(=O)c2ccc3oc4ccccc4c3c2)cn1
41. Cc1cc2nc(-c3ccccc3Br)n(/C=C(\c3ccccc3)n3c(=O)[nH]c4ccccc43)c2cc1C
42. Cc1ccccc1C(=O)Nc1c2c(nn1C(C)(C)C)CS(=O)(=O)C2

Assay by compound,37,38,39,40,41,42
IL2 activator,0.0,0.0,0.9,-2.7,-0.4,-0.5
FUS yeast rescue,-12%,7%,2%,20%,-20%,-29%
EPAC1 antag,8%,-9%,1%,-13%,11%,3%
PI5P4K alpha inh,1,-29,0,.,0,-4
EPAC1 agonist,-1%,-13%,4%,26%,4%,16%
WRN inhibitor,-2%,-3%,-1%,-13%[57.1 µM],5%,0%
PLK1 PBD inh,-4%,-9%,5%,-6%,-6%,-4%
Abeta rescue,-2%,-5%,1%,-14%,14%,5%

Three compounds from above, arranged by count of non-hydrogen atoms, low to high:
28. Nc1nnc(SCc2nc3scc(-c4ccccc4)c3c(=O)[nH]2)s1
1. O=C(O)c1cc(-c2ccccc2)nn1CC1CC(c2cccnc2)=NO1 (stereo unspecified)
25. CNS(=O)(=O)c1cccc(C(=O)OCC(=O)Nc2ccc3ccccc3c2)c1

Assay by compound,28,1,25
IL2 activator,-0.6,-0.5,0.2
FUS yeast rescue,8%,-29%,8%
EPAC1 antag,6%,5%,-1%
PI5P4K alpha inh,-24,-9,-4
EPAC1 agonist,-9%,-26%,-11%
WRN inhibitor,-10%,7%,-1%
PLK1 PBD inh,1%,-1%,-2%
Abeta rescue,-9%,-1%,-8%

(listing goes on)
43. O=C(c1ccc(CS(=O)(=O)c2ccc(Br)cc2)o1)N1CCN(c2ncccn2)CC1
44. CCOC(=O)Nc1ccc2nc3n(c(=O)c2c1)CCCCC3
45. COc1ccc(C(=S)N2CCNCC2)cc1
46. O=C(NCC(=O)N(Cc1ccco1)C(C(=O)NC1CCCC1)c1cccnc1)c1cccs1 (stereo unspecified)
47. Cc1cc(=O)c2cc(NC(=O)c3ccccc3Cl)ccc2[nH]1
48. CCC(=O)Nc1cccc(C2=NN(c3ccccc3)C(c3ccc(OC)cc3)C2)c1 (stereo unspecified)
49. CCC1CCCCN1CCCNC(=O)CN1C(=O)COc2ccc(S(=O)(=O)N3CCC(C)CC3)cc21 (stereo unspecified)

Assay by compound,43,44,45,46,47,48,49
IL2 activator,2.9,0.5,-1.4,-1.0,-0.3,-0.2,-1.4
FUS yeast rescue,-14%,28%,17%,22%,3%,38%,3%
EPAC1 antag,-10%,3%,-13%,3%,7%,8%,?
PI5P4K alpha inh,-2,-6,2,1,3,12,2
EPAC1 agonist,-1%,-7%,3%,2%,1%,-1%,-10%
WRN inhibitor,-4%,4%,8%,-11%[57.1 µM],-10%,-1%,3%
PLK1 PBD inh,-7%,7%,-2%,-9%,-10%,-1%,-13%
Abeta rescue,1%,-1%,-11%,3%,6%,-3%,4%
